DT40 TDP1 CPT: growth inhibition of DT40 Tdp1-/-;hTDP1 cells with camptothecin (screen for TDP1 inhibitors). chicken DT40 Tdp1-/-;hTDP1 cells + 20 nM CPT, ATP luminescence, 48 h. Potency, µM (series often up to 46.2 µM), inactives show top-dose activity change, negative = growth inhibition, hits mostly inhibitors. actives 12% (n = 420,000). AID 686979; also: nearly all actives have a fitted effect of over 55% in size
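Chicken DT40 Tdp1-/- cells complemented with human TDP1, 400 cells/well, exposed to compounds plus 20 nM camptothecin for at least 48 h at 37 C; viability read as ATP content by CellTiter-Glo luminescence.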
DT40 TDP1 no CPT: qHTS for Inhibitors of human tyrosyl-DNA phosphodiesterase 1 (TDP1): qHTS in cells in absence of CPT. Potency, µM (series often up to 46.2 µM), inactives show at the top dose activity change, negative = growth inhibition, most hits filed as inhibitors. DT40 Tdp1-/- hTDP1 cells, no CPT, ATP luminescence, 48 h. actives 15% (n = 420,000); also: nearly all actives have a fitted effect of over 55% in size
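Readout: luminescence from CellTiter-Glo after 30 min in the dark at RT. Cells: DT40 Tdp1-/- with stable hTDP1, 400/well. Exposure: compounds alone, ≥48 hr, 37 °C.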
GCN5L2 inh: blocks human GCN5L2 histone acetyltransferase | Potency, µM (series often up to 58.9 µM), for inactives: at the highest dose activity change, negative = inhibition, hits mostly inhibitors | actives 0.21% (n = 390,000) | AID 504327 | GCN5L2 HAT assay, ThioGlo1 CoA-SH fluorescence
Target sequence (Q92830 whole entry, looked up): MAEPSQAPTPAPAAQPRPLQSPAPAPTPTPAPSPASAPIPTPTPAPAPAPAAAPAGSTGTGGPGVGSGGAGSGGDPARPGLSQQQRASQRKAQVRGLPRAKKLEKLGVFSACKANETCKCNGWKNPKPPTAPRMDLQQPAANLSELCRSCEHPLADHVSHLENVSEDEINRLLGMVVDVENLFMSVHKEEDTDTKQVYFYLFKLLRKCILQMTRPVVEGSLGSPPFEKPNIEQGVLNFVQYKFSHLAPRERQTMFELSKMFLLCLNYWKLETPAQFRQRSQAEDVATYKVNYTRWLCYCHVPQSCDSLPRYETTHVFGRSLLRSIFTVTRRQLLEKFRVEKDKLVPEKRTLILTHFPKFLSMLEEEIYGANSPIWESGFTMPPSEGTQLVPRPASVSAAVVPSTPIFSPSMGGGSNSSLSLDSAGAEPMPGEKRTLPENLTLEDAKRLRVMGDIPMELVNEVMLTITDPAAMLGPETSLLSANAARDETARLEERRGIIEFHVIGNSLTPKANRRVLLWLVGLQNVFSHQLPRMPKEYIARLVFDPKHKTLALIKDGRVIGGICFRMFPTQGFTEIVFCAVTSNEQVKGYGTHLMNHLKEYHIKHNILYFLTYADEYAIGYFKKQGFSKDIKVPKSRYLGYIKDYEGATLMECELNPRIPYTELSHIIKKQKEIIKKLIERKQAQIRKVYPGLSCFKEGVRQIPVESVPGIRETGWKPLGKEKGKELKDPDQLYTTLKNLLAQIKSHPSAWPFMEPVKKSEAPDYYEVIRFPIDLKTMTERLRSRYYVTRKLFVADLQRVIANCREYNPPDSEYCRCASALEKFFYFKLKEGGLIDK
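Fluorescence readout, Ex340nm/Em540nm: ThioGlo1 (50uM final) reacts with free CoA thiol released as 20nM GCN5L2 acetylates H3(1-25) peptide (75uM) using acetyl-CoA (70uM). Compound and enzyme sat 15 min beforehand; 20 min room-temperature reaction.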
Starred values were filed as active, the others as inactive; u = inconclusive; x = no result given. Calls follow the shape of the dose curve; as a rule, active = well fitted curve in the direction sought with a large enough effect; inconclusive = small, poorly fitted or top-dose-only effect, or another doubt; inactive = no such curve, though single readings can be large; an effect the other way counts as inactive or inconclusive. % is scaled to controls: 0 for no effect and ±100 for the full control effect; potency is read from the fitted curve at half-maximal effect. Rows are unselected. Share with any hit: about 18%.

SMILES	DT40 TDP1 CPT	DT40 TDP1 no CPT	GCN5L2 inh
Cc1ccccc1Nc1c(-c2cccs2)nc2cccc(C)n12	14.6µM*	13µM*	-13.9%
Nc1cccnc1Sc1cc(Cl)c(Cl)cc1Cl	-21.7%	-17.5%	5.5%
Cc1ccc(S(=O)(=O)CCC(=O)OCCOc2cccc(Br)c2)cc1	11.7%	-25.0%	-10.1%
O=C(CSc1nccc(=O)[nH]1)Nc1ccc(N2CCOCC2)cc1	-4.5%	0.9%	0.4%
N#Cc1ccc(NC(=S)NC(=O)C2CC2)cc1	0.5%	u	x
CC1(C)C=Cc2cc(-c3coc4cc(O)cc(O)c4c3=O)cc(O)c2O1	u	u	x
CCCC(=O)Nc1cc(Cl)ccc1C	16.9%	7.1%	0.7%
CC(C)c1ccc(NC(=O)C2Cc3c(-c4ccco4)ccnc3O2)cc1 (stereo not given)	u	u	x
Cc1cccc(C(=O)NCc2nnc(SCC(=O)Nc3nnc(C)s3)n2C)c1	19.3%	0.1%	-2.5%
CN(Cc1ccccc1)C(=O)[C@@H]1CCCN1C(=O)[C@@H]1CCCN1C(=O)c1cccc(Cl)c1	-18.8%	-14.2%	x
COc1ccc(OC)c(NC(=O)c2oc3c(c2C)C(O)CC(C)(C)C3)c1 (stereo not given)	14.6µM*	u	-5.2%
CCOc1ccc(NC(=O)CCN2C(=O)C3CCCCC3C2=O)cc1OCC (stereo not given)	u	-15.8%	8.5%
COCCOC(=O)c1cc(C(=O)c2cc(Cl)ccc2O)coc1=N	3.0%	-20.1%	-6.3%
CCOC(=O)C(=O)Nc1ccccc1C(=O)OCC	10.8%	-11.6%	-4.0%
COc1ccc(/C=C(/NC(=O)c2cccs2)C(=O)NC(C)(C)C)cc1OC	3.3%	-1.6%	-7.6%
O=C(O)CNC(=O)C12CC3CC(CC(Cl)(C3)C1)C2	3.8%	7.3%	-11.0%
CC1=C(C(=O)NCc2ccccc2)C(c2ccc(C)o2)n2ncnc2N1 (stereo not given)	-24.4%	-25.7%	-0.2%
Nc1ccc(O)cc1C(=O)OCC(=O)c1ccc(C2CCCCC2)cc1	u	20.6µM*	-5.6%
O=C(Nc1ccc(F)cc1)C1CCCN(S(=O)(=O)c2ccc(-n3cnnn3)cc2)C1 (stereo not given)	-2.3%	3.3%	-9.2%
CCc1nnc(NC(=O)c2sc3nc4c(cc3c2N)CCCCCC4)s1	-3.6%	u	-20.0%
O=S(=O)(NC1=NCCC1)c1cccc(NS(=O)(=O)c2ccc(OC(F)(F)F)cc2)c1	-10.2%	-1.0%	-7.0%
CC(=O)Nc1cccc(NC(=O)c2cccc(S(=O)(=O)N3CCN(Cc4ccccc4)CC3)c2)c1	1.9%	u	-5.2%
CCc1cccc(C)c1NC(=O)CCCN1C(=O)NC(C)(C)C1=O	-2.6%	13.4%	0.9%
C=CSc1sc(Cl)c(N2CCOCC2)c1[N+](=O)[O-]	0.2%	u	-9.7%
COCCCn1c(=O)/c(=C\c2ccccc2OC(F)F)s/c1=C(/C#N)C(=O)NC(C)C	-21.1%	-9.2%	-0.9%

Rewritten in markdown: 2 of the compounds above
| Compound | DT40 TDP1 CPT | DT40 TDP1 no CPT | GCN5L2 inh |
| --- | --- | --- | --- |
| CC(C)c1ccc(NC(=O)C2Cc3c(-c4ccco4)ccnc3O2)cc1 (stereo not given) | u | u | x |
| CC1=C(C(=O)NCc2ccccc2)C(c2ccc(C)o2)n2ncnc2N1 (stereo not given) | -24.4% | -25.7% | -0.2% |

Part of the list above, reduced to GCN5L2 inh and DT40 TDP1 CPT.
mol,GCN5L2 inh,DT40 TDP1 CPT
CCOC(=O)C(=O)Nc1ccccc1C(=O)OCC,-4.0%,10.8%
COc1ccc(/C=C(/NC(=O)c2cccs2)C(=O)NC(C)(C)C)cc1OC,-7.6%,3.3%
O=C(O)CNC(=O)C12CC3CC(CC(Cl)(C3)C1)C2,-11.0%,3.8%
CC1=C(C(=O)NCc2ccccc2)C(c2ccc(C)o2)n2ncnc2N1 (stereo not given),-0.2%,-24.4%
Nc1ccc(O)cc1C(=O)OCC(=O)c1ccc(C2CCCCC2)cc1,-5.6%,u
O=C(Nc1ccc(F)cc1)C1CCCN(S(=O)(=O)c2ccc(-n3cnnn3)cc2)C1 (stereo not given),-9.2%,-2.3%

Following part
SMILES	DT40 TDP1 CPT	DT40 TDP1 no CPT	GCN5L2 inh
COc1ccc(Cn2c(C(=O)O)c(CNCc3ccc(OC)cc3OC)c3ccc(C)cc32)cc1	14.6µM*	9.2µM*	-5.5%
O=C(CSc1nc(C2CC2)nc2ccccc12)Nc1ccccc1	-5.9%	u	-9.0%
CC(C)C(C(=O)NCC1CCCO1)N(Cc1ccccc1)C(=O)CNS(=O)(=O)c1ccccc1 (stereo not given)	5.5%	1.3%	-3.1%
COc1cccc(-c2noc(CCC(=O)NCC3CCCO3)n2)c1 (stereo not given)	8.1%	3.7%	-6.0%
N#Cc1ccc(-c2nc3c(Cl)cc(C(F)(F)F)cn3c2Cc2ccsc2)cc1	-8.8%	-11.4%	x
CC(NC(=O)/C(C#N)=C/c1ccc([N+](=O)[O-])o1)c1ccccc1 (stereo not given)	0.651µM*	0.731µM*	-19.5%
COc1cc(NC(=O)c2ccccc2Cl)c(OC)cc1NC(=O)CN1CCOCC1	u	u	-6.0%
Cc1ccc(NC(=O)CCC(=O)N2CCSc3ccccc32)cc1	16.4µM*	u	-3.8%
CCCn1c(=O)c(C(=O)N/N=C/c2ccccc2F)c(O)c2ccccc21	17.1%	19.6%	-8.9%
COc1cc(CNC2CCCC2)cc(OC)c1	-2.1%	-3.5%	0.8%
O=C(CN1C(=O)c2ccccc2C1=O)Oc1ccc(Cl)cc1	-19.1%	7.0%	-14.3%
CC(C)(C)OC(=O)C[C@H]1C/C=C\C[C@@H](CC(=O)N(CCO)Cc2ccccc2)C(=O)N2CCC[C@@H]2COC1=O	u	u	-1.1%
Cc1ccnc(NC(=O)CCC(=O)N(CC(=O)NCCc2ccccc2)c2ccc(F)cc2)c1	u	u	-4.4%
O=C(O)c1c(-c2ccccc2)oc2ccc(O)cc12	14.7%	-2.0%	0.5%
COc1ccc2oc(C(=O)OCC(=O)NCC3CCCO3)c(C)c2c1 (stereo not given)	-10.8%	-27.8%	-2.7%
COc1ccc(NC2c3ccccc3C(=O)N2Cc2ccc3c(c2)OCO3)cc1 (stereo not given)	u	u	u
CC(=O)NCCNc1nc2cc(-c3cccc(Cl)c3)sc2c(=O)n1C	-1.3%	-22.4%	x
ON=C1c2ccccc2-c2ccccc21	-26.9%	-27.1%	9.9%
Cc1ccc(Sc2ccncc2S(N)(=O)=O)cc1	3.0%	u	1.9%
COc1cc([N+](=O)[O-])ccc1NC(=O)NN1CCN(C)CC1	28.9%	14.6%	-27.1%
COc1ccc(-c2ccc(=O)n(CC(=O)NCc3ccco3)n2)cc1	-10.6%	-12.0%	-2.5%
COc1cc(NC(=O)c2cc(-c3cccs3)on2)c(OC)cc1Cl	u	-23.9%	-0.6%
COc1ccc2c(c1)c(=O)oc1cc(OCC(=O)N3CCCC(C)C3)ccc12 (stereo not given)	u	13µM*	-12.8%
COc1ccc(NC(=O)N(C)C[C@H]2Oc3ccc(NC(=O)Nc4ccc(C(F)(F)F)cc4)cc3C(=O)N([C@H](C)CO)C[C@@H]2C)cc1	u	u	-14.3%
Cc1ccc(-n2ncc(C(=O)Nc3ccc4c(c3)OCCO4)c2C2CCN(C(=O)OC(C)(C)C)CC2)cc1	20.6µM*	20.6µM*	-9.3%

(next part)
SMILES	DT40 TDP1 CPT	DT40 TDP1 no CPT	GCN5L2 inh
Cc1nc(C(F)(F)F)ccc1C(=O)N1CCCC1(C)C(=O)NCC(C)C (stereo not given)	u	-11.3%	x
N#Cc1ccccc1OCC(=O)OCC(=O)c1c[nH]c2ccccc12	13.8%	12.0%	-5.1%
O=C(Nc1ccc2oc(-c3ccccc3)nc2c1)c1ccco1	u	u	-4.1%
COC(=O)CCC(=O)Nc1ccccc1C(N)=O	-7.7%	15.9%	-5.3%
CCOC(=O)c1nn(-c2ccc(C)cc2)c2nc(Nc3ccccc3)cc(=O)n12	-5.4%	-6.9%	-0.5%
OCC1(CCc2ccccc2)CCN(Cc2cc(Cl)ccc2O)CC1	4.0%	-23.6%	1.0%
CN(C)Cc1c(OC(=O)c2ccc(N)cc2)ccc2ccccc12	-7.8%	-26.5%	x
Cc1cccc(CN2CCN(C(=O)c3ccccc3F)CC2)c1	-8.3%	-3.7%	4.7%
Cc1oc2c(CN3CCCC(C)C3)c(O)ccc2c(=O)c1-c1ccccc1 (stereo not given)	-4.0%	20.4%	-6.1%
O=C(C1CC(=O)N(c2ccc3c(c2)OCCO3)C1)N1CCN(c2cccc(C(F)(F)F)c2)CC1 (stereo not given)	u	23.1µM*	1.9%
CCN1C(=O)/C(=C\N2CCN(c3ccc(F)cc3)CC2)SC1=S	-26.7%	-20.8%	-2.5%
O=C(Nc1nnc(SCc2cc(=O)c3ccccc3[nH]2)s1)c1ccccc1	23.1µM*	7.31µM*	-2.8%
O=C(Nc1ccc(C(F)(F)F)cc1)C1(c2ccccc2)CC1	-10.4%	-17.3%	-10.1%
CCOc1ccc(-c2cc(C(=O)NCc3ccccc3)[nH]n2)c(C)c1	u	u	x
Cn1c(N)c(C(=O)c2cc(-c3ccccc3)nc3ccccc23)c(=O)n(C)c1=O	-27.2%	u	0.1%
COc1ccc(Cl)cc1-n1nnc(-c2nc(-c3ccc4c(c3)OCO4)no2)c1C	1.2%	-8.2%	3.8%
COc1cc(OC)cc(C(=O)N[C@H](C(=O)OCC(=O)NC(=O)NC(C)(C)C)C(C)C)c1	-7.5%	-3.4%	-4.0%
Cc1ccc(C)c(NC(=O)c2cnn(-c3ccccc3)c2C)c1	u	u	-0.7%
Cc1nn(Cc2ccccc2)c(C)c1NC(=O)c1cc(-c2cccs2)on1	u	u	-6.7%
CCCCN(C(=O)c1ccco1)c1c(N)n(CCC)c(=O)[nH]c1=O	-0.9%	9.1%	2.1%
OC(c1ccc(F)c(F)c1)c1nc(-c2csc3ccccc23)cs1 (stereo not given)	23.1µM*	u	x
c1ccc2c(c1)[nH]c1c(N3CCCC3)ncnc12	5.8µM*	5.17µM*	-1.9%
Cc1cc(N2CCCCC2)n2nc(C)c(-c3ccccc3)c2n1	u	u	-14.5%
CC[C@]1(C(=O)OC)[C@H]2C(=O)N(C)C(=O)[C@H]2[C@H]2CN=C(SC)N21	3.9%	-3.6%	x
CC(C)C(=O)NNC(=O)CC(=O)Nc1ccccc1C(=O)O	u	-1.4%	-5.1%
CC1CCN(CCCNC(=O)c2ccc(CSCc3cccc(Cl)c3)o2)CC1	u	u	-9.3%

Retrieved by structure from the list above:
SMILES	DT40 TDP1 CPT	DT40 TDP1 no CPT	GCN5L2 inh
O=C(Nc1nnc(SCc2cc(=O)c3ccccc3[nH]2)s1)c1ccccc1	23.1µM*	7.31µM*	-2.8%
OCC1(CCc2ccccc2)CCN(Cc2cc(Cl)ccc2O)CC1	4.0%	-23.6%	1.0%
Cc1ccc(C)c(NC(=O)c2cnn(-c3ccccc3)c2C)c1	u	u	-0.7%
CC[C@]1(C(=O)OC)[C@H]2C(=O)N(C)C(=O)[C@H]2[C@H]2CN=C(SC)N21	3.9%	-3.6%	x

Quoted from the results shown, five compounds:
SMILES	DT40 TDP1 CPT	DT40 TDP1 no CPT	GCN5L2 inh
O=C(Nc1nnc(SCc2cc(=O)c3ccccc3[nH]2)s1)c1ccccc1	23.1µM*	7.31µM*	-2.8%
O=C(Nc1ccc(C(F)(F)F)cc1)C1(c2ccccc2)CC1	-10.4%	-17.3%	-10.1%
CCOc1ccc(-c2cc(C(=O)NCc3ccccc3)[nH]n2)c(C)c1	u	u	x
Cn1c(N)c(C(=O)c2cc(-c3ccccc3)nc3ccccc23)c(=O)n(C)c1=O	-27.2%	u	0.1%
COc1ccc(Cl)cc1-n1nnc(-c2nc(-c3ccc4c(c3)OCO4)no2)c1C	1.2%	-8.2%	3.8%

Screening results (PubChem)
